Anthrax LF prot: Bacillus anthracis LF protease inhibitors, primary screen, biochemical, multiplex microsphere, MLPCN library; multiplex microsphere protease cleavage assay; inhibition, % at 10 µM; 360,000 compounds, 0.12% hits; note: plate controls were buffer without enzyme for full effect and enzyme alone for no effect
BoNT-F LC inh: BoNT/F light chain protease inhibitors, primary screen, biochemical, flow cytometry, MLPCN library | Botulinum neurotoxin type F light chain protease (Clostridium botulinum) | Multiplex microsphere protease cleavage assay | inhibition, % at 10 µM | 360,000 compounds, 0.22% hits | AID 588497, 2011; in the data active = inhibition above about 35%, passing the limit was not always enough; inconclusive = no clear call, values can overlap the other calls; note: plate controls were buffer without enzyme for full effect and enzyme alone for no effect
Rv3671c protease: Rv3671c serine protease inhibitors, primary screen, biochemical, fluorescence polarization, M. tuberculosis H37Rv; P9WHR9; inhibition, % at 5.96 µM; 320,000 compounds, 0.048% hits; AID 2606, 2010; in the data active = inhibition above about 38%;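 note: extracellular domain of Rv3671c used as enzyme; 0% = enzyme with DMSO and 100% = no enzyme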
Target sequence (P9WHR9 whole entry, looked up, the tested form may be a part): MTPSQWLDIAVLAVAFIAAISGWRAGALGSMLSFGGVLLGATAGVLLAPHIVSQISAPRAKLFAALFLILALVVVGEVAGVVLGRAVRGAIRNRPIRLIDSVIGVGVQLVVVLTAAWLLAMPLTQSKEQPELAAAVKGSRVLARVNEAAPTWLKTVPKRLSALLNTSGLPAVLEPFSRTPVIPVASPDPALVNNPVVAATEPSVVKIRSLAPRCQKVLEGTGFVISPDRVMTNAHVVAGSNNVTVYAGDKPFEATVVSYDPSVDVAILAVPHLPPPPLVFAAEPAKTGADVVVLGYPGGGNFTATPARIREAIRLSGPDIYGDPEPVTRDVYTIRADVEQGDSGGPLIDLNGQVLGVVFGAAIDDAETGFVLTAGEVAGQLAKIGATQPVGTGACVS
SARS 3CLpro inh: SARS-CoV 3CLpro protease inhibitors, primary screen, biochemical, quenched FRET | recombinant SARS-CoV 3CLpro, quenched FRET peptide cleavage | inhibition, % at 6 µM | 290,000 compounds, 0.14% hits | AID 1706, 2009; in the data active = inhibition above about 12%
VHR inh abs: VHR1 phosphatase inhibitors, primary screen, biochemical, absorbance, uHTS; recombinant VHR phosphatase, pNPP absorbance; 290,000 compounds, 0.52% hits; inhibition, % at 13.3 µM; in the data active = inhibition above about 50%; note: some compounds called inactive have numbers as strong as hits
Target sequence (P51452 whole entry, looked up): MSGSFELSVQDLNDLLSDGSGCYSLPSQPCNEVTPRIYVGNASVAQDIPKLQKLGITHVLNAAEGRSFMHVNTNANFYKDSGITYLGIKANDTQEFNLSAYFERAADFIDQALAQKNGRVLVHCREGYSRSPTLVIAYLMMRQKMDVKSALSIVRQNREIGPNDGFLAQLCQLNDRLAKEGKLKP
CCHFV vOTU inh: CCHFV vOTU protease inhibitors, primary screen, biochemical, Pep-AMC substrate, fluorescence; 370,000 compounds, 0.55% hits; inhibition, % at 11.5 µM; Crimean-Congo hemorrhagic fever virus L polyprotein viral ovarian tumor (vOTU) protease …; in the data active = inhibition above about 30%; note: 0% = vehicle wells with enzyme and 100% = no enzyme wells
PriA SSB inh: inhibitors of Klebsiella pneumoniae PriA binding to SSB C-terminal tail, primary screen, biochemical, AlphaScreen | PriA–SSB C-terminal tail interaction (Klebsiella pneumoniae) | AlphaScreen SSBct-PriA binding, biotinylated peptide | inhibition, % at 33 µM | 430,000 compounds, 0.6% hits; in the data active = inhibition mostly above about 37%, no sharp cut-off; inactive = mostly below about 20%;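 note: plate controls were negative control peptide for no effect and reference peptide for full effect; strong numbers were not always called active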
BoNT-A LC inh2: BoNT/A light chain protease inhibitors, primary screen, biochemical, flow cytometry, MLPCN library. Botulinum neurotoxin type A light chain protease (Clostridium botulinum A str. ATCC 3502). multiplex microsphere protease substrate cleavage. inhibition, % at 10 µM. 360,000 compounds, 0.17% hits. AID 588499, 2011; note: plate controls were buffer without enzyme for full effect and enzyme alone for no effect
PrPC TRFRET: inhibitors of human cell surface prion protein PrPC, primary screen, cell-based, TR-FRET; 370,000 compounds, 0.43% hits; inhibition, % at 13.8 µM; TR-FRET read-out; Major prion protein (Homo sapiens), P04156; in the data active = inhibition above about 24%; note: 0% = median of the test wells and 100% = reference compound wells
MazEF act: activators of E. coli MazEF toxin-antitoxin RNase, primary screen, biochemical, fluorescence, uHTS | Endoribonuclease toxin MazF (Escherichia coli (strain K12)), P0AE70 | FAM/BHQ RNA-DNA oligo cleavage fluorescence, 5 h | activation, % at 20 µM | 350,000 compounds, 0.32% hits | AID 504720, 2011; in the data active = activation above about 50%
Target sequence (P0AE70 whole entry, looked up): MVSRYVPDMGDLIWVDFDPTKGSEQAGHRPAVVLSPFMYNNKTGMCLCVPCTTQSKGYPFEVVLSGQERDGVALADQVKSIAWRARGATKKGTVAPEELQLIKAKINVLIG
Numbers without * were called inactive; u = inconclusive; x = no result given. Cut-off read from the data, not from the text of the source, unless noted: active = inhibition above about 30%; inconclusive = no clear call, values can overlap the other calls; inactive = below that.

SMILES	Anthrax LF prot	BoNT-F LC inh	Rv3671c protease	SARS 3CLpro inh	VHR inh abs	CCHFV vOTU inh	PriA SSB inh	BoNT-A LC inh2	PrPC TRFRET	MazEF act
COC(=O)C1C2C=CC3(CN(Cc4ccco4)C(=O)C13)O2 (centres undefined)	0	-8	4	0	22	-4	-5	0.2	4	12
CCc1nc2ccc(C(=O)NCc3ccc(OC)cc3)cn2c1N(CCC(C)C)CCN(C)C	-4	-11	x	x	x	9	x	0.1	-6	x
O=C(Nc1cc2c(cc1C(=O)O)OCCCO2)c1ccc(F)cc1F	-2	2	6	-4	-20	-1	-4	-2.9	-1	10
Cc1cccn2c(=O)c(/C=C(\C#N)C(N)=O)c(N3CCN(c4cccc(Cl)c4)CC3)nc12	-6	-1	x	3	-12	-2	12	-5.6	6	-48
Cc1ccc(S(=O)(=O)N2CCOCC2)cc1C(=O)Nc1ccc2c(c1)OCCO2	-2	3	-5	x	x	-5	3	0.2	11	4
COc1ccc(C(=O)NC(=S)Nc2ccccc2N2CCOCC2)cc1Br	1	-8	-10	-4	2	-1	6	0.6	3	0
C=CCN(c1ccc(C(=O)OC)cc1)S(=O)(=O)c1ccccc1	-2	1	-2	2	-7	6	1	0.0	2	3
COc1cccc(C(=O)NC(=S)Nc2ccccc2N2CCCC2)c1	1	-6	-24	0	35	11	10	2.6	3	-4
COc1cc(/C=C/CN2CCC(Oc3ccc(C(=O)N4CCCC4)cc3)CC2)ccc1O	-1	-4	x	6	-17	-5	4	0.1	-10	8
COc1ccc(/C=C2\C(=N)N3N=C(CC(=O)N4CCOCC4)SC3=NC2=O)cc1	-2	0	1	-1	-27	12	3	1.0	9	-6
CC(=O)Nc1ccc(-c2sc(Nc3cccc4ccccc34)n[n+]2-c2ccccc2)cc1	-1	-6	-17	7	21	5	63*	1.6	1	4
CC(=O)C(Cc1ccc(Cl)nc1)Cc1ccc(Cl)nc1	8	-2	-2	-1	22	-7	-10	-0.5	-2	-4
CC(C)CN(C(=O)Cn1c(C(F)(F)F)nc2ccccc21)C1CCS(=O)(=O)C1 (centres undefined)	-2	2	-10	x	x	-9	-14	-2.0	2	1
Nc1nnc(Cc2ccccc2)s1	5	11	-2	0	4	20	-2	0.5	2	8
CCCCNc1c(N2CCN(C(=O)OCC)CC2)c(=O)c1=O	0	2	-3	-9	2	-2	2	0.2	-7	8
O=C(CCCOc1ccc(Br)cc1)NNC(=O)c1ccncc1	-3	u	-9	x	x	4	-4	1.3	-3	3
Cc1ccc(S(=O)(=O)N2[C@@H](c3ccc(C(C)(C)C)cc3)C(C(=O)O)=CC[C@H]2c2ccc(Cl)c(Cl)c2)cc1	2	0	-22	x	x	19	-10	0.1	-4	-11
COC(=O)[C@H]1C[C@H](OC(=O)NC2CC2)[C@@]2(O)CN(S(=O)(=O)c3ccc(C)cc3)CC2[C@H]1C(=O)OC (some centres undefined)	2	-2	x	x	x	-5	x	-0.4	0	-36
NC(=O)c1cnn2c(-c3cccc(C(F)(F)F)c3)ccnc12	-5	u	5	0	27	-13	-4	-5.9	2	13
Cc1nn(CC(=O)N2N=C(C(F)F)CC2(O)C(F)F)c(C)c1[N+](=O)[O-] (centres undefined)	-1	-6	11	-7	-11	-5	5	-0.5	-4	-1
CC(CC(=O)NCc1ccc(F)cc1)c1ccccc1 (centres undefined)	0	-22	12	2	6	0	-4	0.1	-7	-3
Cc1cc(C(=O)COc2ccccc2[N+](=O)[O-])c(C)n1-c1cccc(S(=O)(=O)N2CCOCC2)c1	-3	-8	-6	6	18	15	4	-2.0	4	-2
O=C1CN(C(=S)Nc2ccc(OC(F)F)cc2)CCN1	0	-4	0	-4	18	12	-2	-0.7	-2	2
COCCNC(=O)C[C@H]1C[C@H]2c3cc(NS(=O)(=O)c4ccc(F)cc4)ccc3O[C@H]2[C@H](CO)O1	-4	0	x	x	x	-2	x	-0.4	1	7
Cc1ccc(NC(=O)CN2C(=O)N/C(=C/c3ccc4c(c3)OCCO4)C2=O)cc1	-1	-7	-6	0	1	3	-2	2.0	-12	12
CCOC(=O)C1=C(C)C(c2ccccc2OC)NC(=S)N1 (centres undefined)	-6	-7	-7	-7	17	10	-3	-1.0	5	2
CC(=O)N[C@@H](Cc1c[nH]c2ccccc12)C(=O)NCCc1ccc(S(N)(=O)=O)cc1	8	-5	-1	-5	-19	1	-4	-0.9	3	3
COc1cccc(NC(=O)CN(C)C(=O)c2cc(-c3ccco3)nc3ccccc23)c1	9	16	7	x	x	-104	-2	3.5	-8	-1
CCOc1cc(/C=C(/C#N)C(=O)Nc2ccc(O)cc2)cc(Br)c1O	-3	-9	-1	3	-24	6	1	-1.0	-3	-44
COc1ccc(C(=O)N[C@H](C(=O)NCc2ccc(C)cc2)C(C)C)cc1	0	16	10	4	-12	1	6	0.0	-8	5
NC(=O)CN1CCN(S(=O)(=O)c2ccc(Cl)cc2)CC1	-1	-3	8	-1	24	3	-11	-1.1	4	10
CCN1C(=O)/C(=C2\SC(=S)N(NC(=O)c3cccnc3)C2=O)c2ccccc21	3	-11	3	1	1	-2	3	-2.8	1	12
C(=N\Nc1nc2ccccc2[nH]1)/c1ccncc1	-12	-10	0	-1	20	8	x	-0.4	-20	-18
Cc1ccccc1NCC(=O)N/N=C/c1c[nH]c2ccccc12	-2	-2	-1	7	-6	14	x	0.2	8	4
O=C(NC1CCN(S(=O)(=O)c2ccc(F)cc2)CC1)C1CCCCC1	0	-12	9	-1	6	19	3	0.6	-7	-11
O=C(Nc1ccccc1)c1ccc(S(=O)(=O)N(CCO)CCO)cc1	2	24	1	5	6	2	-3	1.0	0	3
CCOC(=O)c1c(C)n(C)c2cc(Br)c(OC)cc12	-9	0	-6	5	6	-2	-5	1.3	-4	2
COc1ccccc1NC(=O)C(CC(C)C)NC(=O)C1CCCCC1 (centres undefined)	-1	13	8	-2	-7	-10	-4	0.1	9	2
NS(=O)(=O)c1ccc(CNC(=O)c2ccc(Cl)c(S(=O)(=O)NCc3ccccc3)c2)cc1	-4	-10	-9	x	x	5	1	-4.8	-3	5
O=c1c2c([N+](=O)[O-])cc([N+](=O)[O-])cc2sn1Cc1ccccc1	-10	56*	-1	0	-2	2	12	50*	-39	-22
CC(=O)Nc1ccc(S(=O)(=O)Nc2cc(C)c(-n3nc4ccccc4n3)cc2O)cc1	0	-8	-15	0	11	-3	6	1.4	5	2
Cc1nnc(SCC(=O)Nc2sccc2C(N)=O)n1Cc1ccccc1	6	36*	-1	0	14	4	-12	u	-8	-9
CC(C)Oc1ccc(C2(C#N)CC[N+](C)(C)CC2)cc1	1	2	-4	3	10	16	-2	0.1	6	-1
CCNC(=S)Nc1scc(-c2ccccc2)c1C(=O)OCC	-1	0	5	-1	5	12	-6	0.0	8	-27
Cc1ccc(NC(=O)CC(=O)Nc2ccc(C)cc2C)c(C)c1	-6	19	13	2	32	2	2	-0.1	-6	4
COc1ccc(C2(C)NC(=O)N(CC(=O)c3ccc4c(c3)OCO4)C2=O)cc1 (centres undefined)	1	3	8	1	10	10	-4	2.3	1	-1
Cc1cc(C(=O)COC(=O)c2ccc(O)cc2)c(C)n1CC(F)(F)F	-1	-12	-11	x	x	0	11	-1.1	-5	9
COCCn1c(Sc2nc(C)cs2)nc2c1c(=O)[nH]c(=O)n2C	-1	6	x	1	5	-5	-2	-0.2	4	16

Some of these compounds in order of molecular weight, falling.
SMILES	Anthrax LF prot	BoNT-F LC inh	Rv3671c protease	SARS 3CLpro inh	VHR inh abs	CCHFV vOTU inh	PriA SSB inh	BoNT-A LC inh2	PrPC TRFRET	MazEF act
NS(=O)(=O)c1ccc(CNC(=O)c2ccc(Cl)c(S(=O)(=O)NCc3ccccc3)c2)cc1	-4	-10	-9	x	x	5	1	-4.8	-3	5
CC(=O)Nc1ccc(S(=O)(=O)Nc2cc(C)c(-n3nc4ccccc4n3)cc2O)cc1	0	-8	-15	0	11	-3	6	1.4	5	2
Cc1nnc(SCC(=O)Nc2sccc2C(N)=O)n1Cc1ccccc1	6	36*	-1	0	14	4	-12	u	-8	-9
COc1ccc(C2(C)NC(=O)N(CC(=O)c3ccc4c(c3)OCO4)C2=O)cc1 (centres undefined)	1	3	8	1	10	10	-4	2.3	1	-1
O=C(NC1CCN(S(=O)(=O)c2ccc(F)cc2)CC1)C1CCCCC1	0	-12	9	-1	6	19	3	0.6	-7	-11
O=C(Nc1ccccc1)c1ccc(S(=O)(=O)N(CCO)CCO)cc1	2	24	1	5	6	2	-3	1.0	0	3
Cc1cc(C(=O)COC(=O)c2ccc(O)cc2)c(C)n1CC(F)(F)F	-1	-12	-11	x	x	0	11	-1.1	-5	9
COCCn1c(Sc2nc(C)cs2)nc2c1c(=O)[nH]c(=O)n2C	-1	6	x	1	5	-5	-2	-0.2	4	16
COc1ccccc1NC(=O)C(CC(C)C)NC(=O)C1CCCCC1 (centres undefined)	-1	13	8	-2	-7	-10	-4	0.1	9	2
CCNC(=S)Nc1scc(-c2ccccc2)c1C(=O)OCC	-1	0	5	-1	5	12	-6	0.0	8	-27
CCOC(=O)c1c(C)n(C)c2cc(Br)c(OC)cc12	-9	0	-6	5	6	-2	-5	1.3	-4	2
Cc1ccc(NC(=O)CC(=O)Nc2ccc(C)cc2C)c(C)c1	-6	19	13	2	32	2	2	-0.1	-6	4
C(=N\Nc1nc2ccccc2[nH]1)/c1ccncc1	-12	-10	0	-1	20	8	x	-0.4	-20	-18

The list continues:
SMILES	Anthrax LF prot	BoNT-F LC inh	Rv3671c protease	SARS 3CLpro inh	VHR inh abs	CCHFV vOTU inh	PriA SSB inh	BoNT-A LC inh2	PrPC TRFRET	MazEF act
Cc1cccc(C)c1NC(=O)CCCSc1nnnn1C	3	-2	-9	-5	32	-6	-13	-1.4	1	2
Cc1cc(C)n2c(SCC(=O)NC3CCCCC3C)nnc2n1 (centres undefined)	1	-3	-5	1	9	-6	5	-1.2	-1	-13
O=Cc1cn(CC(O)Cn2cc(C=O)c3ccccc32)c2ccccc12	-4	-22	-15	-1	x	-1	-4	-2.2	-3	2
CC(C)CCNC(=O)C1CCC(=O)N1C(C)C (centres undefined)	0	-6	-5	3	6	-6	-12	-0.7	4	4
COc1cc(NC(=O)C2CCN(S(=O)(=O)c3cccc4nonc34)CC2)cc(OC)c1	-1	-2	-2	1	17	20	1	0.2	-28	-3
CCCCCN1CSC(=S)N(Cc2ccccc2)C1	-1	-3	-7	0	-7	-4	-10	0.5	-1	-2
COc1ccc(CC(=O)Nc2ccc(S(=O)(=O)N3CCC(C)CC3)cc2)c(OC)c1	-4	7	-12	x	x	5	-2	1.0	6	1

Not all compounds are listed (hit frequency here may not be typical).
